mIDH1 inhibitor – human IDH1 R132H inhibition; O75874; AID 602179; Potency, µM (top dose mostly 76.6 µM), for the others: at the highest dose activity change, negative = inhibition, most hits filed as inhibitors; IDH1-R132H enzyme, NADPH consumption, diaphorase/resazurin fluorescence; 390,000 tested, 0.093% active; further: potency means the concentration at half of the fitted maximal effect; on the % scale 0 is the no-effect control and ±100 the full control effect; nearly all actives have a fitted effect of over 65% in size
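IDH1-R132H (0.5 ug/mL dispensed) in pH 7.5 Tris buffer was preincubated 30 min with compound, then given a substrate mix of 0.016 mM NADPH and 2 mM alpha-KG for 80 min at room temperature; remaining NADPH was read by diaphorase/resazurin fluorescence.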
LDHA block – blocks human lactate dehydrogenase A; 480,000 tested, 0.15% active; purified LDHA, NADH/diaphorase-resazurin fluorescence; hits give low values; activity change, % (values are at about 110 or 230 µM); P00338; in the data active means activity change below about -30%; inconclusive means mostly about -25% to -30%;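 further: plate controls were DMSO wells for no effect and wells without enzyme for full effect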
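Human LDH5 (2 nM) was incubated with 0.06 mM NADH and 0.2 mM pyruvate for 5 min at room temperature in Tris pH 7.4. Remaining NADH was coupled through diaphorase/resazurin, and resorufin fluorescence was read at 0 and 20 min.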
Vif-APOBEC3F blk – Vif-A3F binding inhibition | Potency, µM (doses to about 46.1 µM), for the others: top-dose activity, negative = active | HeLa A3F-eYFP + Vif (tagged APOBEC3F with the HIV-1 protein that degrades it), YFP fluorescence increase | 390,000 tested, 0.2% active | AID 602313; further: potency means the concentration at half of the fitted maximal effect; % of control where 0% means no effect; nearly all actives have a fitted effect of over 65% in size
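Fluorescence increase (Ex 488/Em 500-530) after overnight compound treatment at 37 deg C flags inhibition of Vif-driven A3F-eYFP loss in stable HeLa A3F-eYFP/Vif cells seeded overnight beforehand.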
TrxR1 substrate – rat thioredoxin reductase 1 substrate activity; AID 588456; 390,000 tested, 0.01% active; Potency, µM (top dose mostly 114 µM), for the others: top-dose activity change, negative = substrate turnover; purified TrxR1 substrate turnover, NADPH consumption readout; O89049; further: potency means the concentration at half of the fitted maximal effect; on the % scale 0 is the no-effect control and ±100 the full control effect; nearly all actives have a fitted effect of over 50% in size
Target sequence (O89049 whole entry, looked up): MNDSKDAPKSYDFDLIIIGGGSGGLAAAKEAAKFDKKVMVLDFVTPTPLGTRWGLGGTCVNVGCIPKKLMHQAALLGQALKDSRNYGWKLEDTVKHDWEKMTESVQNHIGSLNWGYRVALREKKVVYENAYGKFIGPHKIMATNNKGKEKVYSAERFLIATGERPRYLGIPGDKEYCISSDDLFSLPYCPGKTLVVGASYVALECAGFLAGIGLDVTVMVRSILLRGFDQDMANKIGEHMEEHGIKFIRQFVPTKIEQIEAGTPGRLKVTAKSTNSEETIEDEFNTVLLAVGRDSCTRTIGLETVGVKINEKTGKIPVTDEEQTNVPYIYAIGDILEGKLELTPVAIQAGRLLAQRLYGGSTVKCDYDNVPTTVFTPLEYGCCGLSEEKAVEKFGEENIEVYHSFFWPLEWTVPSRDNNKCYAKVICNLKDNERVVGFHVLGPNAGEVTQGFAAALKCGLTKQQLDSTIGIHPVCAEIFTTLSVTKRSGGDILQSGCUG
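Rat TrxR1, dispensed at 90 nM, was prereduced with 400 uM NADPH (final) for 5 min at ~22 deg C, then incubated with compound 15 min before 400 uM selenite. A first-read NADPH fluorescence drop versus no-compound background flagged substrates.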
GRP78 ERSR act – ER stress response induction in glioma. U87-MG GRP78 promoter luciferase reporter, 16 h. Potency, µM, without a hit: top-dose activation, hits mostly activators. 420,000 tested, 0.02% active. AID 602332; further: potency means the concentration at half of the fitted maximal effect; series mostly up to about 76 µM; % of control where 0% means no effect; nearly all actives have a fitted effect of over 35% in size
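ERSR induction read as luciferase luminescence (Bright-Glo, 10 min at room temperature) in stably transfected human U87-MG glioma cells exposed to compounds for 16 h, using GRP78 as sensor.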
Vif-A3G inh – inhibitors of Vif-APOBEC3G interaction; Q9HC16; HeLa A3G-eYFP + Vif (tagged APOBEC3G with the HIV-1 protein that degrades it), YFP fluorescence, overnight; Potency, µM (series often up to 46.1 µM), for the others: top-dose activity, negative = active, most hits filed as inhibitors; 410,000 tested, 0.076% active;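 further: potency means the concentration at half of the fitted maximal effect; on the % scale 0 is the no-effect control and ±100 the full control effect; nearly all actives have a fitted effect of over 60% in size; hits raise eYFP signal because A3G escapes Vif-driven loss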
Target sequence (Q9HC16 whole entry, looked up): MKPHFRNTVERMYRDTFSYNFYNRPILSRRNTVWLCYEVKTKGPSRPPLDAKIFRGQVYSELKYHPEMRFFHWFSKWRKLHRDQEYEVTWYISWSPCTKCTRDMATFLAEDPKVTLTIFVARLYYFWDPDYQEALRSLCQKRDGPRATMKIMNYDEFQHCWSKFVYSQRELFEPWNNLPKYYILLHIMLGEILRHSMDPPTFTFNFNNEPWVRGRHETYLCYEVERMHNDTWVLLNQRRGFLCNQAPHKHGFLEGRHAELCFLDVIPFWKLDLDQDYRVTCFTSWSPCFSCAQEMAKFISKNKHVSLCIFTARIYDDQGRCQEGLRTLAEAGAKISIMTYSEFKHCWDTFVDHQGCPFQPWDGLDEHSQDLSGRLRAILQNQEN
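HeLa cells stably expressing Vif and C-terminally eYFP-tagged A3G, seeded overnight at 37 deg C, then exposed to compound by pintool overnight at 37 deg C. Rise in yellow fluorescence (Ex 488/Em 500-530, Acumen) marks blocked Vif-driven A3G degradation.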
PI4K2A inh – PI4K2A (human) kinase inhibition; purified PI4K2A, ADP-Glo luminescence, 1 h; hits give low values; Q9BTU6; 420,000 tested, 0.13% active; AID 1346378; activity change, negative = inhibition, % at 76.9 µM; in the data active means activity change below about -50%; inconclusive means mostly about -30% to -49%;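 further: -100% = wells without enzyme as full effect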
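Compounds are screened against recombinant PI4K2A using PI as substrate and ATP, the latter dispensed at 300 microM. Reactions run one hour at ambient temperature before ADP-Glo detection; full inhibition defined by wells lacking enzyme.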
RXFP1 agonist – activates the human relaxin receptor RXFP1. Q9HBX9. HEK293T-RXFP1 cAMP TR-FRET, 30 min; response scale: percent of porcine relaxin response, buffer zero. Potency, µM (highest dose often 57.5 µM), for inactives: at the top dose activation, most hits filed as activators. 370,000 tested, 0.3% active; further: potency means the concentration at half of the fitted maximal effect; on the % scale 0 is the no-effect control and ±100 the full control effect; nearly all actives have a fitted effect of over 60% in size; many of its hits are not listed in these tables
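HEK293T cells stably expressing RXFP1 were pretreated with the PDE4 inhibitor Ro 20174, exposed to compounds for 30 min at 37C, lysed, and cAMP was read by TR-FRET. Data normalized to buffer (basal) and 29 nM porcine relaxin (100%).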
USP1 inh – blocks the human USP1/UAF1 deubiquitinase complex; AID 743255; recombinant USP1/UAF1, Ub-Rhodamine cleavage fluorescence; Potency, µM (doses to about 57.1 µM), for inactives: at the top dose activity change, negative = inhibition, usual class: inhibitors; 390,000 tested, 0.23% active; further: potency means the concentration at half of the fitted maximal effect; on the % scale 0 is the no-effect control and ±100 the full control effect; nearly all actives have a fitted effect of over 60% in size; inactives centre near -12
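1 nM enzyme complex + cpd, 15 min RT; start with Ub-Rho 150nM final; kinetic fluorescence ex 480/em 540, 6 reads q60 s. Buffer 50mM HEPES pH 7.8, 0.5mM EDTA, 0.1 mg/ml BSA, 1mM TCEP, 0.01% Tween-20.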
Active calls of the source: *; ? = inconclusive; nt = not tested or not shown; & = joins results of further samples; [ ] = remark or other dose. Unless noted, the call rests on the fitted dose curve; in most records, active means well fitted curve in the direction sought with a large enough effect; inconclusive means small, poorly fitted or top-dose-only effect, or another doubt; inactive means no such curve, though single readings can be large; an effect the other way counts as inactive or inconclusive. Not all compounds are listed (hit frequency here may not be typical).

Sample of the layout, 3 compounds:
SMILES	mIDH1 inhibitor	LDHA block	Vif-APOBEC3F blk	TrxR1 substrate	GRP78 ERSR act	Vif-A3G inh	PI4K2A inh	RXFP1 agonist	USP1 inh
O=C(NCC(c1ccco1)N1CCCC1)c1cccc(NS(=O)(=O)c2ccccc2)c1 (configuration not stated)	4%	-2	3%	6%	-5%	0%	-1	0.9%	-20%
COc1cn(CC(=O)Nc2c(C)cc(C)cc2C)c(CN2CCCCC2)cc1=O	45%[activator]	-10	5%	2%[57.1 µM]	-1%	-4%	2	3.2%	-23%
Cc1cc2[nH]ncc2cc1NC(N)=S	7%	6	1%	-13%[57.1 µM]	0%	2%	4	-4.6%	-24%

The listing, previewed entries included:
SMILES	mIDH1 inhibitor	LDHA block	Vif-APOBEC3F blk	TrxR1 substrate	GRP78 ERSR act	Vif-A3G inh	PI4K2A inh	RXFP1 agonist	USP1 inh
O=C(NCC(c1ccco1)N1CCCC1)c1cccc(NS(=O)(=O)c2ccccc2)c1 (configuration not stated)	4%	-2	3%	6%	-5%	0%	-1	0.9%	-20%
COc1cn(CC(=O)Nc2c(C)cc(C)cc2C)c(CN2CCCCC2)cc1=O	45%[activator]	-10	5%	2%[57.1 µM]	-1%	-4%	2	3.2%	-23%
Cc1cc2[nH]ncc2cc1NC(N)=S	7%	6	1%	-13%[57.1 µM]	0%	2%	4	-4.6%	-24%
CCOc1ccccc1NC(=O)Cn1c(=O)n(-c2ccc(C)c(C)c2)c(=O)c2oc3ccccc3c21	-6%	-3	1%	9%	-1%	-8%	3	13%	-20%
Cn1c(=O)c2c(c3ccccc31)OC(=O)CC2c1ccccc1 (configuration not stated)	3%	3	4%	4%[57.1 µM]	-3%	0%	-2	2.3%	-9%
Nc1nnc(SCC(=O)c2ccco2)s1	0%	7	-4%	2%	-4%	6%	2	0.9%	-12%
CCOC(=O)CNC(=O)CSc1nnc(-c2ccco2)n1Cc1ccco1	2%	-6	0%	10%	-4%	1%	2	-0.6%	-16%
COCCn1c(-c2ccccc2)csc1=Nc1cccnc1	-7%	-13	-1%	-5%[57.1 µM]	-4%	0%	1	0.4%	-11%
Cc1ccc(C2=[N+]([O-])C(C)N(O)C2(C)C)o1 (configuration not stated)	0%	-6	-2%	7%[57.1 µM]	-6%	-3%	5	0.8%	-15%
CSc1cccc(NC(=O)CC(C)n2ccnc2)c1 (configuration not stated)	-1%	-8	?	3%	-2%	-3%	-4	1.1%	-14%
Cc1ccc(S(=O)(=O)NC(=O)c2cc(C)n(CCCn3ccnc3)c2C)cc1	3%	-1	1%	-2%	-2%	0%	-1	0.2%	-13%
COC(=O)COc1ccc(S(=O)(=O)N2CCN(c3ccc(F)cc3)CC2)cc1	0%	-1	2%	-7%	13%	-2%	-1	0.0%	-24%
COc1ccc(C(CNC(=O)c2ccccc2SC)N(C)C)cc1 (configuration not stated)	1%	-2	3%	3%[57.1 µM]	1%	-1%	3	1.7%	-2%
COc1ccc(C2/C(=C(/O)c3ccc(C)cc3)C(=O)C(=O)N2C)cc1 (configuration not stated)	7%	-4	-12%	-14%	0%	3%	0	4.4%	-8%
Cc1cc2oc3c(c(=O)c2cc1C)C1(C(=O)N(C)c2ccccc21)N(CCO)C3=O (configuration not stated)	18%	-4	1%	0%	2%	4%	0	-1.0%	-28%
CCN(C[C@H]1N[C@@](CC)(C(=O)OC)[C@H]2C(=O)N(C)C(=O)[C@@H]12)C(=O)C1CCCCC1	1%[38.3 µM]	-11	8%	-2%	2%	3%	-4	nt	-5%
Cc1ccc2nc(-c3ccc(Br)o3)oc(=O)c2c1	12%	-2	-21%	28%	-2%	3%	7	9.7%	-20%
Cc1ccc(C(=O)CSc2nc3ccccc3o2)cc1	0%	2	-5%	0%	2%	2%	-2	1.9%	1%
O=C(CCN1C(=O)S/C(=C\c2cccs2)C1=O)NC1=NCCS1	3%	-3	-9%	-11%	3%	0%	2	-0.2%	-15%
CCOC(=O)c1ccc(CNc2ncnc3nc[nH]c23)cc1	nt	0	nt	7%[0.0914 µM]	-2%	2%	nt	nt	nt
CCN(C(=O)COC(=O)c1c(C)nsc1NC)c1ccccc1	11%	2	-8%	4%	-4%	0%	-7	-1.2%	-21%
Cc1ccc(CN2CC(C(=O)Nc3cc(C)ccn3)CC2=O)cc1 (configuration not stated)	0%	-7	-16%	3%[57.1 µM]	-1%	-1%	0	0.4%	-15%
Cc1ccc2cc(C(c3nnnn3C3CCCC3)N3CCN(c4ccccc4)CC3)c(=O)[nH]c2c1 (configuration not stated)	6%	0	-1%	-1%	-2%	1%	-5	0.5%	-27%
COc1ccc(OC)c(C(=O)NC2CC(C)(C)Cc3c2cnn3-c2ccccc2)c1 (configuration not stated)	8%	1	0%	9%	1%	2%	-2	0.6%	-15%
O=C(CC[C@H]1O[C@@H](n2ccc(=O)[nH]c2=O)[C@H](O)[C@@H]1O)N[C@@H](Cc1ccccc1)C(=O)NCc1ccccc1	nt	-12	nt	nt	-1%	-1%	2	nt	nt
CC(C)(C)OC(=O)N1CC(O)CC1C(=O)OCC(=O)c1ccc(-c2ccccc2)cc1 (configuration not stated)	-12%	-16	3%	-6%	-1%	0%	-2	1.7%	-23%
CC(C)CCOC(=O)C[N+](C)(C)CCOC1CC2CCC1(C)C2(C)C (configuration not stated)	-3%	8&-1	4%	0%	-6%	2%	5	0.2%	-9%
Cc1nc(-c2ccc(F)cc2)sc1CCNC(=O)c1ccc(OC(C)C)cc1	-4%	3	1%	-2%[57.1 µM]	-3%	2%	-3	1.5%	-21%
Cc1nnc(SCc2ccccc2Cl)c2cc3sccc3n12	0%	-5	1%	-6%	1%	3%	0	?	1%
COc1ccc(CN(C)C[C@H]2OCCCC[C@@H](C)Oc3ccc(NC(=O)c4ccccc4)cc3C(=O)N([C@H](C)CO)C[C@@H]2C)cc1	3%	-7	-1%	nt	-4%	4%	-1	nt	2%
O=C(O)CN1C(=O)SC(Nc2ccccc2C(=O)O)C1=O (configuration not stated)	10%	-7	3%	7%	-2%	-5%	-20	-0.3%	-25%
CN(Cc1ccccc1)C(=O)c1csc(COCCO)n1	nt	-1	nt	nt	-4%	-2%	-1	nt	nt
O=S(=O)(c1ccccc1)c1cnn(-c2ccccc2)c1-c1ccc(F)cc1	3%	0	-13%	-2%	-1%	-3%	-1	0.9%	-15%
O=C(NNS(=O)(=O)c1ccc(F)cc1)C1CCCCC1	0%	-3	-14%	6%	-4%	-9%	0	1.2%	-10%
CSCc1nnc(NC(=O)c2ccc(S(=O)(=O)N3CCCCC3C)cc2)o1 (configuration not stated)	1%	1	-19%	23%[57.1 µM]	-6%	-1%	-14	-0.6%	3%
CCOC(=O)CSc1nc2c(c(=O)[nH]1)C(C)(CC)Cc1ccccc1-2 (configuration not stated)	0%	6	?	1%[57.1 µM]	-7%	?	-1	3.1%	-15%
CC(=O)N1c2ccccc2C(=O)C1N(C)c1ccc(C)cc1 (configuration not stated)	-7%	21	2%	-3%	1%	-8%	2	0.4%	-20%
Cc1ccc(C(c2sc3nc(-c4ccco4)nn3c2O)N2CCN(Cc3ccccc3)CC2)cc1 (configuration not stated)	13%	6	3%	3%[57.1 µM]	-1%	1%	37	0.1%	-17%
CCCc1cc(=O)[nH]c(SCC(=O)CSc2nc(CCC)cc(=O)[nH]2)n1	2%	-1	9%	-5%	1%	0%	?	0.2%	-23%
COc1ccc(-n2c(SCC(=O)Nc3sc4c(c3C#N)CCCC4)nnc2-c2ccccc2OC)cc1	0%	-4	0%	2%	-3%	3%	-8	-0.4%	-15%
CCN(Cc1ccncc1)C(=O)c1cccc(S(=O)(=O)N2CCCCC2)c1	0%	-4	-3%	4%	-5%	-1%	-4	nt	-5%
COc1ccccc1-c1nnc(SC(C(=O)c2c[nH]c3ccccc23)c2ccccc2)n1C (configuration not stated)	9%	0	-2%	-7%	-6%	-25%	6	0.0%	-17%
COc1cc(C2C(C#N)=C(N)Oc3cc(C)n(CCc4ccccc4)c(=O)c32)cc2c1OCO2 (configuration not stated)	1%	1	-1%	5%	-5%	-1%	-6	1.9%	-9%
O=C1C=C(NCc2ccc(Cl)cc2)CCC1	-2%	-4	-27%	-1%	-4%	0%	2	-0.4%	0%
COc1cc(-c2cnc3c(NC=O)cc(-c4ccccc4)cn23)cc(OC)c1OC	nt	0	nt	nt	1%	?	-4	nt	nt
O=C(Nc1ccccc1-c1nc2ccccc2s1)c1cc(Cl)cc(Cl)c1	-1%	-11	4%	2%[57.1 µM]	-7%	3%	-2	0.1%	?
COc1cc(OC)c2ccc(=O)oc2c1C(CCN1CCCCC1)c1ccc(N(C)C)cc1 (configuration not stated)	-5%	1	7%	-5%&3%	-2%&-3%	4%&0%	3	-1.9%	-20%
Cc1nc2c([nH]1)C1(CCN(Cc3ccccc3)CC1)C(C#N)=C(N)O2	-1%	4	-16%	10%[57.1 µM]	-2%	-7%	-13	0.3%	-9%
CCOC(=O)c1c(C)sc(-c2c(-c3cc(C)ccc3C)[nH]c3c2c(=O)n(C)c(=O)n3C)c1O	-17%	3	-4%	-7%	-5%	-6%	-7	3.8%	28µM*

Screens: PubChem BioAssay, National Center for Advancing Translational Sciences (NCATS)
